From PubChem BioAssay
AMA1 RON2 block – AMA1-RON2 (P. falciparum) interaction inhibition | AlphaScreen AMA1-biotinylated RON2 peptide binding | 0.2% of 360,000 active | Potency, µM (highest dose often 58.2 µM), for the others: at the top dose activity change, negative = inhibition, usual class: inhibitors;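 also: potency is read from the fitted curve at half-maximal effect; 0% = vehicle wells and -100% = peptide control; nearly all actives have a fitted effect of over 45% in size; some results filed as inactive show a strong effect at the top dose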
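AMA1 (3D7) with his tag at 25 nM final met compounds first, then biotinylated RON2 peptide at 25 nM; detection used donor plus acceptor beads, 10 µg/mL apiece, read by AlphaScreen after 30 min at room temperature.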
Sm TGR block – S. mansoni TGR enzyme inhibition; 3% of 360,000 active; Potency, µM (doses to about 114 µM), inactives show at the highest dose activity change, negative = inhibition, most hits filed as inhibitors; AID 485364; purified TGR, DTNB reduction, TNB absorbance 405 nm; Q962Y6; also: potency is read from the fitted curve at half-maximal effect; nearly all actives have a fitted effect of over 60% in size
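TGR 20 nM + NADPH 100 uM (dispensed conc.), cpd preinc 15 min RT; start with NADPH (500 uM addition) then DTNB (15 mM addition). Kinetic TNB absorbance, 405 nm filter. Four-parameter Hill fit across titration.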
Giardia FBPA inh – Giardia lamblia aldolase inhibition | A8B2U2 | purified Giardia FBPA | Potency, µM (series often up to 59.6 µM), without a hit: at the highest dose activity, negative = inhibition, usual class: inhibitors | 0.71% of 290,000 active; also: potency is read from the fitted curve at half-maximal effect; nearly all actives have a fitted effect of over 55% in size
Target sequence (A8B2U2 whole entry, looked up): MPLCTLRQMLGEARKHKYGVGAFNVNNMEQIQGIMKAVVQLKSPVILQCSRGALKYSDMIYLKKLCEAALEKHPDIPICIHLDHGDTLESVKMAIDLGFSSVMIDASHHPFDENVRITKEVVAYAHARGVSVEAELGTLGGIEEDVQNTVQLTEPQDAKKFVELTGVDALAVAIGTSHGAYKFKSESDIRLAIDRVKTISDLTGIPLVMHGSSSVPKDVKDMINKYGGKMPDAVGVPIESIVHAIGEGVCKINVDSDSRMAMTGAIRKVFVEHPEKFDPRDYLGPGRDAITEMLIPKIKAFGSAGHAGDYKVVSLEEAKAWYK
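40 nM FBPA preincubated 10 min at RT with compound (up to 57.5 uM final), then substrate plus GAPDH/TPI/NAD/arsenate coupling and diaphorase/resazurin added. Fluorescence read after 20 min at RT, 525/598 nm.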
AmpC no deterg – AmpC beta-lactamase inhibition without detergent; P00811; AmpC nitrocefin hydrolysis, absorbance 480 nm, 0.0001% Triton; Potency, µM (series often up to 57.1 µM), inactives show at the highest dose activity change, negative = inhibition, usual class: inhibitors; 0.52% of 330,000 active;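 also: potency is read from the fitted curve at half-maximal effect; plate controls were no compound for no effect and no enzyme for full effect; nearly all actives have a fitted effect of over 20% in size; some results filed as inactive show a strong effect at the top dose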
Target sequence (P00811 whole entry, looked up): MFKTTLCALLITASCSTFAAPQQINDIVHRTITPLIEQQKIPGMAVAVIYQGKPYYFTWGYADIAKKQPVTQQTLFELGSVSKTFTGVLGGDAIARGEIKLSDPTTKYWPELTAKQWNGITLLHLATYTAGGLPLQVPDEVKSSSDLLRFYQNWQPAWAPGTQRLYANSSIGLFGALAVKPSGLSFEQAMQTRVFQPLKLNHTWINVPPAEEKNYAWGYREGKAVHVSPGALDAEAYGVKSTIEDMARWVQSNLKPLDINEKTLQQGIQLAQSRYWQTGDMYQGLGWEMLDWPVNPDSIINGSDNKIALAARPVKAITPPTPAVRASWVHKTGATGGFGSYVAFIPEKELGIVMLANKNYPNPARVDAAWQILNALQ
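AmpC (5.3 nM in the dispensed reagent) in 20 mM phosphate pH 7.0 with 0.01% (detergent screen) or 0.0001% Triton X-100 was preincubated with compounds for 15 min at room temperature. Nitrocefin was then added from an 800 uM solution, and hydrolysis was followed at 480 nm.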
AmpC inh detg – AmpC beta-lactamase inhibition with detergent present; P00811; AmpC hydrolysis of nitrocefin, absorbance 480 nm, 0.01% Triton; Potency, µM (series often up to 114 µM), inactives show top-dose activity change, negative = inhibition, actives largely listed as inhibitors; 0.041% of 370,000 active;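 also: potency is read from the fitted curve at half-maximal effect; 0% = no-compound wells and -100% = no-enzyme wells; nearly all actives have a fitted effect of over 25% in size; some results filed as inactive show a strong effect at the top dose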
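20 mM phosphate pH 7.0 + 0.01% (detergent screen) or 0.0001% Triton X-100; 5.3 nM AmpC reagent; cpd preinc 15 min RT; nitrocefin (800 uM stock) to start; A480 q20 s × 4 min; Activity was normalised to no-enzyme and no-compound control wells.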
HCMV antiviral – inhibitors of human cytomegalovirus; HFF cells, HCMV-luciferase reporter, 72 h; active compounds read low; activity change, negative = inhibition, % at 57.5 µM; 4.5% of 410,000 active; in the data active = activity change below about -60%; inconclusive = no clear call, values can overlap the other calls; inactive = above about -39%
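Inhibition of viral replication was scored as loss of reporter luminescence in HFFs infected with HCMV-luciferase (MOI 1 PFU/cell) for 72 h; compounds tested at 2 doses, normalized to buffer and Salinomycin controls.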
An asterisk follows results filed as active; ? = inconclusive; · = no result given; & = joins results of further samples; [ ] = dose if it differs, or a comment. Unless noted, calls follow the shape of the dose curve; as a rule, active = well fitted curve in the direction sought with a large enough effect; inconclusive = small, poorly fitted or top-dose-only effect, or another doubt; inactive = no such curve, though single readings can be large; an effect the other way counts as inactive or inconclusive. Unless noted, % is scaled to controls: 0 for no effect and ±100 for the full control effect.

SMILES	AMA1 RON2 block	Sm TGR block	Giardia FBPA inh	AmpC no deterg	AmpC inh detg	HCMV antiviral
CCOC(=O)Cc1csc(NC(=O)/C=C/c2ccc(Br)o2)n1	2%	10µM*	-3%	-17%	7%	?
C=CCC[C@H](Cc1ccc(F)cc1)C(=O)OC[C@@H](Cc1c[nH]c2ccccc12)NC(=O)[C@@H](CC=C)CC(=O)NCCO	-1%	·	·	213%[activator]	·	14
CN1C(=O)C2(c3ccccc31)N(C)CC(c1ccccn1)C21SC(=S)N(Cc2ccco2)C1=O (centres undefined)	-25%	10%	-8%	108%[activator]	-4%	?
Cc1ccc(-c2nn3c(C)nnc3s2)cc1N	-3%	-25%	-10%	-9%	-14%	112
CCc1ccc(S(=O)(=O)c2nnn(-c3cccc(C)c3)c2N)cc1	·	7%	·	·	17%	-39
Cc1ccc[n+](CC(=O)N2CCCCC2)c1C	-14%	1%	5%	-7%	3%	-14
Cc1ccc(S(=O)(=O)N2CCCC2)cc1C(=O)O	-11%	4%	13%	-10%	4%	6
C=CCn1c(=O)c(C(=O)NCc2ccc(Cl)cc2)c(O)c2ccccc21	65%[activator]	18%	-7%	-23%	?	-66*
Cc1cccc(C(=O)NC(=S)Nc2ccc(N3CCOCC3)cc2)c1	0%	14µM*	-3%	-24%	-9%	-13
O=C(CC1SC(=Nc2ccc3c(c2)OCCO3)NC1=O)Nc1ccc(F)cc1F (centres undefined)	15%	9%	1%	-11%	?	-23
Cc1ccc2nc(SCC(=O)N3CC(C)OC(C)C3)nc(=O)n2c1 (centres undefined)	6%	8%	·	-10%	?	-9
COC(=O)c1ccccc1NC(=O)CSc1ccc(C)cc1	23%	-2%	0%	-21%	0%	13
CC(NC(=O)COc1ccccc1)C(=O)NCc1ccc(S(N)(=O)=O)cc1 (centres undefined)	6%	·	·	-17%	·	-10
COc1cc(CCC(C)=O)ccc1OC(=O)c1c(F)cccc1Cl	-7%	14%	-1%	45%	-12%	12
Cc1ccccc1OCC(=O)Nc1ccc(N2CCOCC2)cc1N1CCOCC1	-10%	-20%	·	168%[activator]	-7%	-25
Cc1cc(OC(=O)CCNC(=O)OC(C)(C)C)c2c3c(c(=O)oc2c1)CCC3	-4%	-1%	5%	-8%	5%	-28
O=C(CSc1ccc(-c2ccc(Br)cc2)nn1)NCC1CCCO1 (centres undefined)	17%	2%	·	18%	-10%	0
O=C(NC1CCCC1)C(c1ccccn1)N(C(=O)c1csnn1)C1CCCCC1 (centres undefined)	7%	4%	4%	-3%	4%	2
COc1ccc(-n2c(=O)c3c4c(sc3n(Cc3cccc(F)c3)c2=O)CN(C(C)=O)CC4)c(OC)c1	·	2%	-4%	109%[activator]	-2%	·
CCOc1ccc(S(=O)(=O)N2Cc3ccccc3CC2C(=O)Nc2ccc(NC(C)=O)cc2)cc1 (centres undefined)	·	1%	·	·	-7%	29
O=C1NC(=O)/C(=C\c2ccc(OCc3cnc(Cl)s3)cc2)S1	1%	10%	6%	-14%	5%	-3
CC(C)Oc1ccc(CNC(=O)Cn2c(=O)oc3ccccc32)cc1	-9%	8%&0%	4%	-9%	14%&0%	5&-3
CSc1ccc(CCNC(=O)c2ccc3c(c2)nc2n3CCCCC2)cc1	·	2%	·	·	14%	-76*
O=c1[nH]c2cc3c(cc2cc1C(c1nnnn1C1CCCC1)N1CCCc2ccccc21)OCCO3 (centres undefined)	8%	-17%	-2%	-29%	-17%	-2
CCCn1c(SCC(N)=O)nnc1-c1ccco1	-15%	0%	-1%	-7%	-9%	-11
COc1ccc(-c2noc(CCC(=O)NCC3CCCO3)n2)cc1 (centres undefined)	17%	9%	7%	39%	-7%	52
CN(Cc1cccs1)S(=O)(=O)c1ccc(Cl)cc1F	18%	0%	·	-23%	-3%	-32
CC(C)(C)n1ncc2c(=O)n(CC(=O)c3ccccc3)cnc21	12%	?	-6%	3%	7%	24
CCCN(CCC)S(=O)(=O)c1ccc(C(=O)Nc2nc(-c3ccccc3)c(C(=O)OCC)s2)cc1	11%	-19%	2%	-39%	-7%	-30
C=Cc1ccc2c(c1)N(C)C(=C)S2	-4%	1%	-9%	111%[activator]	-6%	-18

11 of the compounds above, as a markdown table.
| mol | AMA1 RON2 block | Sm TGR block | Giardia FBPA inh | AmpC no deterg | AmpC inh detg | HCMV antiviral |
| --- | --- | --- | --- | --- | --- | --- |
| CCOc1ccc(S(=O)(=O)N2Cc3ccccc3CC2C(=O)Nc2ccc(NC(C)=O)cc2)cc1 (centres undefined) | · | 1% | · | · | -7% | 29 |
| O=C1NC(=O)/C(=C\c2ccc(OCc3cnc(Cl)s3)cc2)S1 | 1% | 10% | 6% | -14% | 5% | -3 |
| CC(C)Oc1ccc(CNC(=O)Cn2c(=O)oc3ccccc32)cc1 | -9% | 8%&0% | 4% | -9% | 14%&0% | 5&-3 |
| CSc1ccc(CCNC(=O)c2ccc3c(c2)nc2n3CCCCC2)cc1 | · | 2% | · | · | 14% | -76* |
| O=c1[nH]c2cc3c(cc2cc1C(c1nnnn1C1CCCC1)N1CCCc2ccccc21)OCCO3 (centres undefined) | 8% | -17% | -2% | -29% | -17% | -2 |
| CCCn1c(SCC(N)=O)nnc1-c1ccco1 | -15% | 0% | -1% | -7% | -9% | -11 |
| COc1ccc(-c2noc(CCC(=O)NCC3CCCO3)n2)cc1 (centres undefined) | 17% | 9% | 7% | 39% | -7% | 52 |
| CN(Cc1cccs1)S(=O)(=O)c1ccc(Cl)cc1F | 18% | 0% | · | -23% | -3% | -32 |
| CC(C)(C)n1ncc2c(=O)n(CC(=O)c3ccccc3)cnc21 | 12% | ? | -6% | 3% | 7% | 24 |
| CCCN(CCC)S(=O)(=O)c1ccc(C(=O)Nc2nc(-c3ccccc3)c(C(=O)OCC)s2)cc1 | 11% | -19% | 2% | -39% | -7% | -30 |
| C=Cc1ccc2c(c1)N(C)C(=C)S2 | -4% | 1% | -9% | 111%[activator] | -6% | -18 |

Some entries already given with just AmpC no deterg, AMA1 RON2 block and Sm TGR block.
| Molecule | AmpC no deterg | AMA1 RON2 block | Sm TGR block |
| --- | --- | --- | --- |
| CC(C)(C)n1ncc2c(=O)n(CC(=O)c3ccccc3)cnc21 | 3% | 12% | ? |
| CCCN(CCC)S(=O)(=O)c1ccc(C(=O)Nc2nc(-c3ccccc3)c(C(=O)OCC)s2)cc1 | -39% | 11% | -19% |

Other compounds follow.
SMILES	AMA1 RON2 block	Sm TGR block	Giardia FBPA inh	AmpC no deterg	AmpC inh detg	HCMV antiviral
CCN(C(=O)CSc1nc2ccccc2n1Cc1ccc(F)cc1Cl)c1ccccc1	·	-1%	·	·	12%	-12
O=C(NCCCN1CCOCC1)c1cc(-c2ccc(O)cc2)on1	8%	0%	0%	?	?	32
COc1cc(C(=O)N2CCC(n3cnc4cc(F)ccc43)CC2)cc(OC)c1OC	-6%	0%	-2%	17%	?	-7
Cc1cc(F)ccc1NC(=S)NCCc1ccccc1	15%	2%	-5%	-19%	?	-16
CCCCC1(CCCC)NC(=S)N(Nc2ccc(C)cc2)C1=O	2%	0%	6%	-41%	-15%	-6
CCOC(=O)C1CCCN(CC(O)COC(c2ccccc2)c2ccccc2)C1 (centres undefined)	-12%	0%	1%	85%[activator]	0%	-1
Oc1ccc(N2CCN(C(=S)NCCc3ccccc3)CC2)cc1	83%[activator]	-19%	-20%	-29%	-6%	-70*
Cc1ccc(C(=O)Nc2nnc(NC(=S)Nc3ccccc3)s2)cc1	47%[activator]	-11%	2%	-55%	-1%	2
COc1cccc(NC(=O)COC(=O)c2ccc(F)cc2F)c1	5%	8%	6%	-9%	?	6
Cc1oc2c(C)c(O)ccc2c(=O)c1N1C(=O)c2ccccc2C1=O	-4%	4%	-17%	-18%	-1%	12
CCCCOc1ccc(N2C(=O)CC(N(CCc3ccccc3)C(=O)/C=C/C(=O)O)C2=O)cc1 (centres undefined)	-1%	-24%	11%	-51%	?	12
Cc1c(C(=O)Nc2ccccc2)cc(-c2ccccc2)n1CCCN1CCOCC1	-20%	12%	3%	93%[activator]	2%	-5
NS(=O)(=O)c1ccc(CCNC(=O)c2cc3ccccc3oc2=O)cc1	2%	5%	10%	-24%	-13%	28
O=C(Nc1ccc2c(c1)OCCO2)C1CC(c2ccccc2Cl)=NO1 (centres undefined)	-5%	13%	1%	12%	0%	-7
O=C1NC(=S)S/C1=C1\Sc2ccccc2N1CCCS(=O)(=O)O	6%	2%	?	-19%	?	25
COc1ccc(CN(C)CC(=O)NC(=O)NCc2ccccc2)cc1OC	19%	-15%	2%	2%	-13%	-1
Cn1ccnc1C(=O)c1cc(=O)c2ccccc2o1	0%	1%	2%	-13%	-16%	-5
Cc1cc(C)c2c(c1)cc(C)c1nnc(SCC(=O)Nc3ccc(S(=O)(=O)N4CCCCC4)cc3)n12	4%[2.32 µM]	7%	2%	-18%	-13%	?
CN(C)C(=O)CCC(=O)N1CCCCC1C(=O)Nc1ccc(Oc2ccccc2F)cc1 (centres undefined)	0%	0%	8%	159%[activator]	0%	-6
COc1cc(-c2noc(-c3ccc(NCc4ccccc4)c([N+](=O)[O-])c3)n2)cc(OC)c1OC	·	-26%	·	·	23%	6
CCOc1ccc(C(C#N)N2CCOCC2)cc1OC (centres undefined)	1%	4%	22%	-19%	13%	22
CC1CCN(S(=O)(=O)c2nnc(NC(=O)c3ccccc3Br)s2)CC1	7%	3%	?	-34%	-18%	-6
COc1ccc(C2CC(c3cccc(OC)c3)n3nc(N)nc3N2)cc1 (centres undefined)	-5%	-1%	7%	-15%	-9%	-15
CC1(C)C[C@@H]2C[C@@](C)(CN2C(=O)c2cc(COc3cccc(C(F)(F)F)c3)on2)C1	-7%	7%	·	-12%	-3%	?
CSc1ccccc1OCc1cc(C(=O)N(C)C(C)c2nc(C)cs2)no1 (centres undefined)	31%	-15%	·	78%[activator]	-4%	-27
COc1ccc(N2C(=O)c3cccc4cccc(c34)C2=O)nn1	1%	2%	-8%	-23%	-4%	-27
Cc1ccc(S(=O)(=O)/N=C(/Nc2ccc3[nH]c(=O)[nH]c3c2)c2ccc(F)cc2)cc1	0%	9%	0%	-40%	-8%	-12
CCOC(=O)c1ccc(NC(=O)c2cnccn2)cc1	44%[activator]	-2%	2%	-21%	-10%	97
O=S(=O)(c1ccc(Cl)cc1)c1nc(-c2ccccc2Br)oc1N1CCOCC1	·	5%	·	·	1%	14
COc1cc(S(=O)(=O)N2CCN(Cc3cccs3)CC2)ccc1NC(C)=O	15%[11.6 µM]	-20%	·	10%	0%	-8
Cc1nc(-c2cccnc2)sc1C(N)=O	6%	1%	-1%	-22%	-1%	2
Cc1ccc(C(=O)NCC(=O)N2CCC3(CC2)NCCc2[nH]cnc23)cc1C	6%	-22%	·	-10%	?	18
CCOC(=O)C1(Cc2ccccc2Cl)CCN(C(=O)CCn2ccnc2C)CC1	-1%	-24%	-4%	82%[activator]	?	-25
